Cardiac RTF inh – cardiac RTF calcium sensitivity inhibitors, primary screen, biochemical, IANBD-TnC fluorescence, EC70 calcium; IANBD-labeled cardiac RTF, Ca2+ fluorescence; Troponin I, cardiac muscle (Homo sapiens) + Troponin T, cardiac muscle (Homo sapiens) + …; inhibition, % at 7.15 µM; AID 493244, 2011; 340,000 tested, 0.12% active;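 active means inhibition above the mean inhibition of all tested compounds plus 3 SD, cut at about 17% in these data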;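 further: assay run at fixed EC70 calcium of 1.6 mM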
MOR-DOR inv ag – inverse agonists of MOR-DOR heterodimerization, primary screen, cell-based, luminescence | Mu-type opioid receptor (Homo sapiens) + Delta-type opioid receptor (Homo sapiens), … | AID 504357, 2011 | inhibition, % at 9.3 µM | 340,000 tested, 0.21% active | cell-based MOR-DOR heterodimer luminescence, inverse agonism; in the data active means inhibition above about 22%, passing the limit was not always enough;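 further: 0% = cells with DMSO and 100% = wells without cells with DMSO; values of inactives mirror those of a sister screen read the other way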
Wnt bcat act – Wnt/beta-catenin pathway activators, primary screen, cell-based, plate reader, single point; Wnt/beta-catenin reporter cell assay, activator; activation, % at 9.35 µM; 300,000 tested, 1.2% active; AID 743398, 2014; in the data active means activation above about 30%, passing the limit was not always enough;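 further: 0% = neutral control wells and 100% = positive control wells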
Pemphigus Ab inh – inhibitors of pemphigus antibody binding to DSG3, primary screen, biochemical, bead-based, flow cytometry, scFv-GFP. DSG3-coupled beads, scFv-anti-DSG3-GFP binding; stronger effect = lower value. binding (percent of control), % at 10 µM. Desmoglein-3 (Homo sapiens), P32926. 310,000 tested, 0.48% active;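 active means binding more than 3 SD below its plate's average and above zero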;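 further: hits lower antibody fragment binding to DSG3; some compounds called inactive have numbers as strong as hits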
RTF Ca sens act – cardiac RTF calcium sensitivity activators, primary screen, biochemical, IANBD-TnC fluorescence, EC20 calcium | Troponin I, cardiac muscle (Homo sapiens) + Troponin T, cardiac muscle (Homo sapiens) + … | IANBD-labeled TnC RTF fluorescence at EC20 calcium; 0% EC20 calcium, 100% full calcium | activation, % at 7.2 µM | 340,000 tested, 0.24% active | AID 493008, 2010;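 active means activation above the mean over all tested compounds plus 3 SD, cut at about 30% in these data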;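 further: rise in fluorescence read as greater calcium sensitivity of cardiac thin filaments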
LANA DNA inh – inhibitors of KSHV C-LANA binding to DNA, primary screen, biochemical, fluorescence polarization, FAM-LBS DNA, MBP-C-LANA, single point; Kaposi's sarcoma herpesvirus LANA C-terminal domain (residues 932-1162) DNA binding; inhibition, % at 9 µM; 340,000 tested, 0.078% active; AID 504423, 2011;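 active means highest replicate inhibition at or above 60% at 9 µM, even if other replicates fall short; inactive means all replicates below 60% inhibition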;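 further: 0% = neutral control wells and 100% = 4 µM acridine orange control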
Arrestin-AP2 inh – inhibitors of beta-arrestin/AP2 binding, primary screen, biochemical, GPCR trafficking, flow cytometry; beta-arrestin 1 C-terminal peptide binding to AP2 beta2-adaptin appendage (human); FITC-arrestin peptide / GST-AP2 beads; AP2 beta2 appendage carries R879A mutation; inhibition, % at 10 µM; 340,000 tested, 0.31% active; AID 504490, 2011;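 active means inhibition above a set limit, near 3 SD of compounds lacking own fluorescence, cut at about 54% in these data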;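 further: plate controls were DMSO wells for no effect and 5 µM unlabelled arrestin peptide for full effect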
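Assay system: GST-AP2 R879A bound to glutathione beads, E. coli-expressed; Medium: PBS with 0.05% Tween 20 and 0.1% BSA; Also added: fluorescein-tagged arrestin peptide at 50 nM final; Timing: 12 min plus 1 h, RT; Measured by: flow cytometry, FL1 (488/535 nm); Evaluation: percent drop in bead-associated FITC signal.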
V-ATPase pH – regulators of yeast V-ATPase proton pumping, primary screen, pHLuorin cytosolic pH fluorescence | AID 504577, 2011 | response, % at 10 µM | 350,000 tested, 0.37% active | S. cerevisiae; in the data active means response mostly above about 7.3%, no sharp cut-off; inactive means mostly below about 5.4%; further: actives read high; inactives centre near 0; some compounds called inactive have numbers as strong as hits; reference of the scale not given here
Keap1 Nrf2 FP – Keap1-Nrf2 protein-protein interaction inhibitors, primary screen, biochemical, fluorescence polarization, single point; Keap1 Kelch-Nrf2 peptide fluorescence polarization, 1536-well; 340,000 tested, 0.15% active; Kelch-like ECH-associated protein 1 (Homo sapiens), Q14145; inhibition, % at 9.4 µM; in the data active means inhibition above about 12%;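 further: human Keap1 Kelch domain with fluorescein labeled Nrf2 9mer peptide probe; 0% = neutral control wells and 100% = peptide positive control; higher means more block of Keap1 binding to Nrf2 peptide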
Target sequence (Q14145 whole entry, looked up, the tested form may be a part): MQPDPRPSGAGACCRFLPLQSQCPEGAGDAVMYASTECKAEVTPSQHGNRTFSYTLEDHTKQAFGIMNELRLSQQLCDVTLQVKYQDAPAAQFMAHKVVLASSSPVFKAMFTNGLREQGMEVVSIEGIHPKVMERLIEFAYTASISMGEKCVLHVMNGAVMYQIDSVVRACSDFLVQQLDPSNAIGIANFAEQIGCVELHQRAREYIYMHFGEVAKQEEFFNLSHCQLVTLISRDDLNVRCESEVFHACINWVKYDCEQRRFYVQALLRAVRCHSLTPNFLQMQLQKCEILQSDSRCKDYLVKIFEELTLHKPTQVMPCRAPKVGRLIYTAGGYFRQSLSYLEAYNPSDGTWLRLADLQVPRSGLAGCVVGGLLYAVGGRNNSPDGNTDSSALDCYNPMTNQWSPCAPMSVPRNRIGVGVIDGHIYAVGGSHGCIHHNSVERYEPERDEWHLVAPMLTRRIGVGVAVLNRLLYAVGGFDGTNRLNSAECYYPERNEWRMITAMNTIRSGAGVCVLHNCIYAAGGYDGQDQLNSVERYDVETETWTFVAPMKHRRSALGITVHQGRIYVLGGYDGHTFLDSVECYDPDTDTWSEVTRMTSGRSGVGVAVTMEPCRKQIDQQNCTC
MOR-DOR ag – agonists of OPRM1-OPRD1 heterodimerization, primary screen, cell-based, luminescence. Mu-type opioid receptor (Homo sapiens) + Delta-type opioid receptor (Homo sapiens), …. cells. activation, % at 9.3 µM. 340,000 tested, 0.3% active; in the data active means activation above about 18%;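 further: 0% = vehicle-treated cells and 100% = reference agonist; values of inactives mirror those of a sister screen read the other way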
* = called active by the depositor; nt = no result given. Compounds were not picked by outcome; overall some 3.1% were active at least once.

Cardiac RTF inh	MOR-DOR inv ag	Wnt bcat act	Pemphigus Ab inh	RTF Ca sens act	LANA DNA inh	Arrestin-AP2 inh	V-ATPase pH	Keap1 Nrf2 FP	MOR-DOR ag	Molecule
8	2	-4	82	-1	2.9	8	5	-4	-0.3	COc1ccc(OCC(=O)NNC(=O)c2cccc(O)c2)cc1
-6	4	nt	99	-5	2.1	0	0	5	-1.0	COc1ccc(NC(=O)C(C)NS(=O)(=O)c2ccc(NC(C)=O)cc2)cc1Cl (stereo not drawn)
-4	14	0	98	3	-3.2	-16	0	-3	-2.9	CCN1CCCC1CNC(=O)c1[nH]c2ccc(OC)cc2c1C (stereo not drawn)
-4	14	2	107	0	2.5	6	0	-2	-2.8	COc1ccc2cc(CCNC(=O)c3ccc(S(=O)(=O)N4CCOCC4)cc3)c(=O)[nH]c2c1
3	-3	-6	nt	4	0.9	-9	0	8	0.5	CCn1cc(C(=O)N2CCN(c3cccc(Cl)c3)CC2)c2cc(OC)c(OC)cc2c1=O
-9	4	2	126	2	0.4	-5	-4	-2	-0.8	CN1C(=O)/C(=C/c2ccc(C(=O)Nc3ccc(O)cc3C(=O)O)cc2)SC1=S
-15	10	-2	100	0	-0.1	-8	2	0	-1.4	CCOc1cc(C(=O)OCC(=O)Nc2c(C)cccc2C)ccc1OCC(=O)N1CCOCC1
-5	7	-3	107	-7	-2.6	20	-1	3	-1.5	O=Cc1ccc([B-](F)(F)F)s1
-10	-64	-4	104	-4	0.3	7	4	-4	9.4	COc1ccc(C)cc1NC(=O)C(OC(=O)c1ccc([N+](=O)[O-])o1)c1ccccc1 (stereo not drawn)
-15	14	nt	105	-5	0.8	2	1	0	-2.7	CCOc1ccc2ccccc2c1C(=O)N1CCOCC1
7	14	-2	nt	-5	-0.6	-8	-4	-3	-2.9	CCOC(=O)C1CCCN(C(=O)c2cc(Cl)ccc2NC(=O)C2=C(C)OCCS2)C1 (stereo not drawn)
-1	17	nt	nt	-1	-0.9	-8	-3	-6	-3.4	COc1ccc2cc(C)c3nnc(SCC(=O)Nc4nc(-c5ccc(F)cc5)cs4)n3c2c1
-13	12	1	94	-10	1.8	-3	-1	-7	-2.0	COc1ccccc1C(c1nnnn1CCc1ccccc1)N1CCCCCC1 (stereo not drawn)
-1	12	1	nt	9	2.9	-9	-2	1	-2.0	CCOC(=O)C(/C=N/c1cc(C)nn1-c1ccccc1)=C(\C)O
-10	3	2	102	-2	-1.1	7	3	-2	-0.6	CSC(=S)N/N=C(\C)c1ccccc1
-4	3	1	nt	1	-3.2	6	-1	-4	-0.8	CCOc1ccc(NC(=O)COC(=O)CCC(=O)c2cccs2)cc1
-2	-6	-7	107	-2	-0.2	38	1	-8	1.1	Cc1cc(SCC(=O)NC(=O)NCc2ccco2)nc2c(C)cccc12
-6	10	-5	100	1	-0.2	32	1	4	-1.8	CC(=O)Cc1nsc(NC(=O)c2ccc(-c3cc(C(F)(F)F)ccc3Cl)o2)n1
-7	10	1	119	0	-3.3	61*	2	3	-2.2	CCN(CC)C(=O)Cn1cc(/C=C(\C#N)C(=O)NC2CC2)c2ccccc21
-6	-18	-4	97	7	0.4	10	-2	3	3.6	COC(C(=O)N/N=C(\C)c1ccc(C(C)(C)C)cc1)c1ccccc1 (stereo not drawn)
0	13	3	118	-3	1.6	-12	1	4	-2.5	Cc1cc(C)nc(NC(=S)NC(=O)c2ccccc2)n1
-9	8	-2	106	7	0.0	-3	0	0	-1.5	Cc1ccccc1C(O)c1ccncc1 (stereo not drawn)
-13	4	0	nt	-2	0.8	-4	-1	5	-0.8	O=C(NCc1cccc(C(F)(F)F)c1)C1CC(c2ccccc2[N+](=O)[O-])=NO1 (stereo not drawn)
-5	0	-4	nt	-6	-0.2	2	0	3	-0.1	Cc1ccc(S(=O)(=O)Nc2ccc(S(=O)(=O)NCC3CCCO3)cc2)cc1 (stereo not drawn)
-4	13	-2	94	-4	1.0	-7	-1	-3	-2.0	Nc1nc(O)c(Sc2ccccc2[N+](=O)[O-])c(=O)[nH]1
0	19	-2	96	5	-0.9	13	0	1	-3.8	COC(=O)NC(C)N1C(=O)C2C3C=CC(C3)C2C1=O (stereo not drawn)
-4	-27	-1	91	-3	-0.9	-5	-1	2	5.7	Cc1cc(-c2ccccc2)c2ccc(NC(=O)C(C)(C)C)nc2n1
66*	4	-1	77	-25	106*	13	-2	-2	-0.8	O=C(O)CC(C(=O)O)N1C(=O)/C(=C/C=C/c2ccco2)SC1=S (stereo not drawn)
2	6	0	86	0	0.2	4	-1	3	-1.0	COc1ccc(Cc2noc(CN3CCCC(C(=O)c4cccs4)C3)n2)cc1OC (stereo not drawn)
-4	13	-4	97	-5	9.2	1	-3	6	-2.1	Cc1ccc(S(=O)(=O)Oc2ccc(C3C4=C(CCCC4=O)N(CCC(=O)O)C4=C3C(=O)CCC4)cc2Cl)cc1
-4	15	-1	110	1	-2.0	-2	-1	-8	-4.6	COc1ccc(C)cc1S(=O)(=O)N1CCCC(C(=O)NCc2ccccn2)C1 (stereo not drawn)
-6	-33	nt	108	-2	0.1	3	3	-7	5.7	Cc1[nH]nc(-c2ccc(OCc3cnn(-c4ccccc4)c3)cc2O)c1Oc1ccccc1F
1	6	1	115	0	-0.2	1	-1	1	-1.2	CN(C)C(=O)CS(=O)(=O)c1ccc(Cl)cc1
-7	-2	0	97	2	0.8	-4	1	-6	0.5	NC(=S)N/N=C/c1ccc(/C=N/NC(N)=S)cc1
-5	3	nt	100	-7	-0.4	-2	6	-1	-0.4	O=C(Nc1ccccc1)N1CCC(=S)Nc2ccccc21
-10	-5	-2	110	6	1.9	-17	2	4	1.1	O=C(Nn1nnnc1Nc1ccccc1)C12CC3CC(CC(C3)C1)C2
0	-4	-2	100	-3	-1.2	-4	-4	-6	1.1	COc1ccc(C(CNC(=O)CNC(=O)c2ccc(F)cc2)N2CCCC2)cc1 (stereo not drawn)
5	7	-1	104	-2	-0.9	3	-3	0	-1.7	Cc1c(/C(O)=C2\C(=O)C(=O)N(CCN(C)C)C2c2cccs2)cnn1-c1ccccc1 (stereo not drawn)
-9	7	-1	104	1	0.9	-12	2	1	-1.3	CCn1c(-c2sc(-c3ccccc3)nc2C)n[nH]c1=S
0	-4	0	106	-6	-2.1	0	-1	-1	0.6	C/C(=N\NC(=O)CNC(=O)c1ccccc1Br)c1ccco1

Structural class: the entries above with a CF3 group (2)
Cardiac RTF inh	MOR-DOR inv ag	Wnt bcat act	Pemphigus Ab inh	RTF Ca sens act	LANA DNA inh	Arrestin-AP2 inh	V-ATPase pH	Keap1 Nrf2 FP	MOR-DOR ag	Molecule
-6	10	-5	100	1	-0.2	32	1	4	-1.8	CC(=O)Cc1nsc(NC(=O)c2ccc(-c3cc(C(F)(F)F)ccc3Cl)o2)n1
-13	4	0	nt	-2	0.8	-4	-1	5	-0.8	O=C(NCc1cccc(C(F)(F)F)c1)C1CC(c2ccccc2[N+](=O)[O-])=NO1 (stereo not drawn)

Additional structures:
Cardiac RTF inh	MOR-DOR inv ag	Wnt bcat act	Pemphigus Ab inh	RTF Ca sens act	LANA DNA inh	Arrestin-AP2 inh	V-ATPase pH	Keap1 Nrf2 FP	MOR-DOR ag	Molecule
7	5	-5	104	0	-0.3	32	-2	2	-0.9	Cc1ccc(C(=O)Nc2cccc(C(F)(F)F)c2)cc1Nc1cnccn1
1	15	nt	99	11	-1.0	24	2	-2	-2.8	O=C(NCc1ccco1)c1ccc(Cn2c(=O)c3ccccc3n(Cc3ccc(Cl)cc3)c2=O)cc1
-8	6	2	96	-3	18	16	2	-4	-1.1	O=C(Nc1cc(Cl)cc(Cl)c1)N1CCCC1
-13	3	-1	105	1	2.8	-2	1	-1	-0.5	Cc1ccc(Nc2c(-c3ccc(N4CCOCC4)cc3)nc3ncccn23)c(C)c1
-10	11	4	106	5	0.1	-3	0	-4	-2.0	CC(C)(C)OC(=O)NCc1nc(N)n[nH]1
8	15	3	96	1	-0.5	3	-1	-5	-2.7	COC(=O)CC1NCCc2cc(OC)c(OC)cc21 (stereo not drawn)
-16	9	-3	101	-6	0.4	-2	-2	-2	-1.4	CC1CCc2sc(C(=O)NNC(=O)c3ccncc3)cc2C1 (stereo not drawn)
-3	-34	nt	102	2	-2.0	12	-2	-5	6.0	CC1CCN(S(=O)(=O)c2ccc3[nH]cc(C(=O)NCCN4CCOCC4)c(=O)c3c2)CC1
2	7	-6	97	-5	-0.8	26	2	-5	-1.1	CCN(CC)S(=O)(=O)c1ccc(NC(=O)COC(=O)c2ccc(Br)o2)cc1
-3	10	-5	99	3	-2.4	-17	-2	2	-1.8	CCn1c(SCC(=O)NNC(=O)c2ccccc2)nnc1-c1ccco1
0	6	23	103	-5	-1.1	6	-2	2	-1.1	Fc1ccccc1/C=N/Nc1ncnc2nc[nH]c12
-6	4	1	107	-6	-1.1	3	4	-40	-0.7	CCN(CC)CCCn1c(=S)[nH]c2cc(Cl)ccc2c1=O
8	3	13	101	-10	-0.2	-8	-4	0	-0.8	O=C(CN1C(=O)NC2(CCOc3ccccc32)C1=O)c1ccc(Cl)s1 (stereo not drawn)
-4	17	0	91	-4	0.4	33	-5	-3	-3.3	CCc1cc(C(=O)OC)c(NC(=O)CSc2nccn2C)s1
5	13	1	99	1	-1.0	15	-2	-4	-2.8	Nc1nnnn1/N=C/c1ccccc1
3	-17	44*	90	-2	0.9	-14	3	4	3.3	Nc1nn2cc(-c3ccc(Br)cc3)nc2c2ccccc12
-11	-3	-6	99	6	0.3	0	1	-2	0.4	COCCCN(C(=O)c1cc2c(s1)CCC2)c1c(N)n(Cc2ccccc2)c(=O)[nH]c1=O
-6	7	0	98	4	0.8	-12	-2	1	-1.6	N#CCCN(Cc1cccnc1)C(=S)NCc1ccco1
10	-42	nt	nt	2	-0.6	7	-3	-2	8.1	CCC(=O)NC(=S)Nc1ccc(NC(=O)c2ccc([N+](=O)[O-])cc2)cc1
5	6	2	93	-3	-0.3	19	0	0	-1.2	CN(Cc1c(C(=O)N/N=C/c2cccc(O)c2)nnn1-c1nonc1N)C1CCCCC1
